# Rab9 prom act = activates the Rab9 promoter; 320,000 compounds, 2.8% hits; AID 485297; Huh7 Rab9 promoter-luciferase reporter, luminescence, 24 h; Potency, µM (titrated, usually from 9.22 µM), for the others: top-dose activation, negative = inhibition, usual class: activators; note: potency is the fitted concentration of half-maximal effect; % of control where 0% means no effect; nearly all actives have a fitted effect of over 60% in size
#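 Huh7 cells stably carrying a Rab9 promoter-luciferase reporter, 1500 cells per well in OP-MEM I with 10% FBS, treated with compound 24 hours at 37C. Luciferase activity read by luminescence after 10 minutes with Amplite reagent.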
# Coupling enz = coupling enzyme interference in Giardia aldolase counter-screen | coupling enzyme system counterscreen, AmpLite Red fluorescence | activity change, negative = inhibition, % at 58.2 µM, hits read low | 290,000 compounds, 0.67% hits | AID 2472; in the data active = activity change below about -30%; note: % is set by controls: 0 for no effect and ±100 for the full control effect
#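 Activity here indicates interference with the coupling reaction, not aldolase inhibition. Compounds at 57.5 uM final met coupling enzymes for 10 min at RT; substrate and AmpLite Red detection followed, with a 525/598 nm fluorescence read after 20 min.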
# Tb PFK inh = T. brucei PFK enzyme inhibition. O15648. T. brucei PFK, ADP-Glo luminescence. Potency, µM (doses to about 57.5 µM), for inactives: top-dose activity, negative = inhibition, most hits filed as inhibitors. 330,000 compounds, 0.17% hits. AID 485367;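 note: potency is the fitted concentration of half-maximal effect; 0% = uninhibited 1x PFK enzyme wells and -100% = no-enzyme wells; nearly all actives have a fitted effect of over 60% in size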
# Target sequence (O15648 whole entry, looked up): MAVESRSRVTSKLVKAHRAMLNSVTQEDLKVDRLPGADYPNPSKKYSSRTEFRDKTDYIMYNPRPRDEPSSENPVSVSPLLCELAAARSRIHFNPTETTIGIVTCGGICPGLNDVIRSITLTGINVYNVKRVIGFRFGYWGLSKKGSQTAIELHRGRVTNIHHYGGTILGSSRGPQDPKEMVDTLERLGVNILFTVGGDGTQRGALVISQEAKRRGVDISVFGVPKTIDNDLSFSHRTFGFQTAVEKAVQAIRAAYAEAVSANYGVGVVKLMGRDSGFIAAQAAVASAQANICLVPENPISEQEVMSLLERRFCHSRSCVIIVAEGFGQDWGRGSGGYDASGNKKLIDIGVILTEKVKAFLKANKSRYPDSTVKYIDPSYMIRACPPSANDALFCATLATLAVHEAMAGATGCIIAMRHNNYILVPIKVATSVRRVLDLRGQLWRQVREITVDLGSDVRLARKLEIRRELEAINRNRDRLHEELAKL
#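 ADP-Glo luminescence quantified ADP after 45 min at room temperature, with 1.25 nM T. brucei PFK, 0.1 mM ATP and 0.5 mM fructose-6-phosphate in pH 8.0 TEA buffer. qHTS titrations up to 57 µM; curves classified by quality.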
# Gal4-VP16 FLuc = counter-screen for ROR gamma inhibitors: Gal4-VP16 reporter; Drosophila S2 Gal4-VP16 UAS-luciferase, luminescence, 20 h; 310,000 compounds, 3.5% hits; Potency, µM (series often up to 53.6 µM), without a hit: at the top dose activity, negative = inhibition, hits mostly inhibitors;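 note: Gal4-VP16 expression switched on by copper sulfate through the metallothionein promoter; potency is the fitted concentration of half-maximal effect; % is set by controls: 0 for no effect and ±100 for the full control effect; nearly all actives have a fitted effect of over 50% in size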
# ELG1 genotox = inducers of genotoxicity in HEK293T ELG1-luciferase cells. 330,000 compounds, 1.3% hits. Potency, µM (series often up to 46 µM), without a hit: at the top dose activity change, positive = activation, hits mostly activators. AID 504466. HEK293T ELG1-luciferase reporter, luminescence, 16 h; note: potency is the fitted concentration of half-maximal effect; % of control where 0% means no effect; nearly all actives have a fitted effect of over 60% in size
#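 Screening used a luciferase reporter fused to human ELG1 in HEK293T cells. Luminescence was read on a CCD plate imager after 16 hr exposure and 30 min ONE-Glo incubation.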
# NPC1 promoter act = NPC1 promoter activation; Potency, µM (titrated, usually from 9.22 µM), without a hit: top-dose activation, most hits filed as activators; 320,000 compounds, 2.4% hits; Huh7 NPC1 promoter luciferase reporter, 24 h; AID 485313;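 note: potency is the fitted concentration of half-maximal effect; % of control where 0% means no effect; nearly all actives have a fitted effect of over 60% in size; reporter is driven by a mutant NPC1 promoter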
#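 Stably transfected Huh7 (NPC1 promoter→luciferase), 1500 cells/well in Opti-MEM + 10% FBS, 2 h settle, then compound 24 h at 37 °C. Luminescence after 10 min with Amplite reagent.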
# KCNH2 3.1 inh = blocks the human KCNH2 3.1 channel isoform | U2OS KCNH2 3.1, thallium flux FluxOr; active compounds read low | activity change, % (tested at about 1.8 µM) | 340,000 compounds, 0.95% hits;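 active = maximum activity change below -70%; inconclusive = maximum activity change from -70% to -50%; inactive = maximum activity change above -50%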;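 note: thallium influx rate constant from kinetic fluorescence after stimulation buffer; % is set by controls: 0 for no effect and ±100 for the full control effect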
#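 Normalized rate constant (relative to positive and negative DMSO controls) derived from a 2 min kinetic fluorescence read after stimulation; U2OS cells expressing the 3.1 isoform via virus at 1.77 x 10^8 /mL.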
# RORgamma inh = inhibitors of mouse ROR gamma transcriptional activity; Drosophila S2 Gal4-RORgamma UAS-luciferase reporter, 20 h; Potency, µM (highest dose often 53.6 µM), without a hit: at the highest dose activity change, negative = inhibition, hits mostly inhibitors; 310,000 compounds, 5.4% hits; AID 2551; note: potency is the fitted concentration of half-maximal effect; % is set by controls: 0 for no effect and ±100 for the full control effect; nearly all actives have a fitted effect of over 60% in size
#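 Drosophila S2 cells stably expressing Gal4-DBD/mouse RORγ fusion under metallothionein promoter plus UAS-luciferase; compound 1 h, then 700 uM CuSO4 induction for 20 h at ambient temperature; inhibition read as reduced luminescence.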
# FLuc modulator = inhibits or activates purified firefly luciferase, miR-21 counter-screen; Potency, µM (series often up to 57.5 µM), for inactives: at the top dose activity change, negative = inhibition, usual class: inhibitors; P08659; purified FLuc, Km substrates, luminescence inhibition; AID 588342; 360,000 compounds, 6.9% hits;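 note: potency is the fitted concentration of half-maximal effect; plate controls were vehicle for no effect and reference inhibitor for full effect; nearly all actives have a fitted effect of over 55% in size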
# Target sequence (P08659 whole entry, looked up): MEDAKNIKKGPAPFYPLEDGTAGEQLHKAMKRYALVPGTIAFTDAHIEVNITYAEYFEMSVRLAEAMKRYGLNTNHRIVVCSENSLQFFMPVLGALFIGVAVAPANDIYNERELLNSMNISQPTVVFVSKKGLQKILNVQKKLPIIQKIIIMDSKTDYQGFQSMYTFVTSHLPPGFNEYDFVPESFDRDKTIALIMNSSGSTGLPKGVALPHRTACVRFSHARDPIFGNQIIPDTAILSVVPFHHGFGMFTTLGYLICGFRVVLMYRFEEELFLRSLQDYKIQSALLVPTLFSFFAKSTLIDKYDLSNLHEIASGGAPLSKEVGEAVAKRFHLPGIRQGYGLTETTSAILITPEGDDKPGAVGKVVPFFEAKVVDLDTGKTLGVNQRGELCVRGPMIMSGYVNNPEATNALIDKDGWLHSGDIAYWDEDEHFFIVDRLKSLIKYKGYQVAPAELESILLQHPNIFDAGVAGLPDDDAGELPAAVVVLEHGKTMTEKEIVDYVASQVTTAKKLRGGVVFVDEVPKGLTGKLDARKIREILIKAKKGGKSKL
#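 Biochemical qHTS of compounds, final roughly 60 µM downward over six points, against 10 nM purified firefly luciferase using Km concentrations of substrates (10 uM D-luciferin, 10 uM ATP) in Tris acetate pH 7.5 buffer; luminescence output.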
# Giardia killer = kills Giardia lamblia. activity change, % at 7.66 µM, hits read low. AID 540267. Giardia lamblia trophozoite viability. 340,000 compounds, 0.15% hits; in the data active = activity change below about -80%; inconclusive = between about -30% and that limit;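 note: parasites exposed to compound for two days anaerobically before the ATP read; % is set by controls: 0 for no effect and ±100 for the full control effect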
#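 Killing of trophozoites was scored by loss of ATP luminescence after a 48 hrs anaerobic exposure to compounds at 37 deg C, using 100 cells per well.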
# uPA surface inh = blocks generation of uPA at the cell surface | cell surface uPA generation assay, qHTS | Potency, µM (series often up to 38.3 µM), for inactives: top-dose activity change, negative = inhibition, most hits filed as inhibitors | 330,000 compounds, 0.31% hits; active = well fitted inhibition curve with a large enough effect; inconclusive = small, poorly fitted or top-dose-only effect; inactive = no such curve, though single readings can be large or run the other way; tested in mouse RAW 264.7 cells; note: potency is the fitted concentration of half-maximal effect; % is set by controls: 0 for no effect and ±100 for the full control effect; nearly all actives have a fitted effect of over 55% in size
# Numbers without * were called inactive; ? = inconclusive; · = no result given; & = joins results of further samples; [ ] = remark or other dose. Unless noted, calls come from the whole dose curve; as a rule, active = well fitted curve in the direction sought with a large enough effect; inconclusive = small, poorly fitted or top-dose-only effect, or another doubt; inactive = no such curve, though single readings can be large; an effect the other way counts as inactive or inconclusive.
SMILES,Rab9 prom act,Coupling enz,Tb PFK inh,Gal4-VP16 FLuc,ELG1 genotox,NPC1 promoter act,KCNH2 3.1 inh,RORgamma inh,FLuc modulator,Giardia killer,uPA surface inh
CSc1ccc(NC(=O)Nc2cc(C)ccn2)cc1,0.45µM*,2,2%,?,?,0.5µM*,-2,8.9µM*,0.3µM*,-15,-5%
Fc1ccc(CN2CCCCCCC2)cc1F,5%,-18,4%,-7%,2%,10%,-1,-23%,12%,-4,0%
CC(C)N(Cc1ccc(F)cc1)C(=O)c1cc2ccccc2oc1=O,22%,-1,-4%,-5%,11%,25%,·,23%,?,·,·
O=C(O)CC(CP(=O)(c1ccccc1)c1ccccc1)C(=O)O (centres undefined),5%,3,2%,8%,-2%,0%,-16,-13%,-1%,-10,5%
O=C(NC1CCCC1)C(c1ccc(F)cc1)N(C(=O)c1csnn1)C1CCCC1 (centres undefined),8%,-2,1%,9%,-2%,1%,5,-18%,7%,6,2%
Cc1ccc(-c2cc(C(=O)n3cnc4ccccc43)c3ccccc3n2)cc1C,?,1,-2%,13µM*,12%,?,0,10µM*,3µM*,?,-20%
O=C(CNC(=O)c1nc[nH]c1C(=O)NCC(=O)OCc1ccccc1)OCc1ccccc1,-4%,-3,-2%,?,-1%,1%,-1,-39%,-9%,15,13%
CC(=O)c1cc2c(cc1NC(=O)C1CC1)OCO2,2%,2,-4%,-7%,-2%,1%,3,23%,2%,-6,-3%
CC1CCCCN1Cc1c(O)ccc2c(=O)c(-c3ccc(Cl)cc3Cl)coc12 (centres undefined),-6%,0,0%,-2%,-3%,10%,-19,27%,0%,3,9%
COc1ccc(CNC(=O)c2cccnc2Sc2ccc(Cl)cc2)cc1,3%,3,-1%,-8%,1%,-1%,-4,?,-1%,-13,·
CCOC(=O)C1CCCN(C(=O)C2CCN(S(=O)(=O)c3ccc4ccccc4c3)CC2)C1 (centres undefined),2%,·,-18%,-9%,·,3%,-2,24%,8%,-4,6%
Cc1nnc(-n2ncc(C#N)c2N)c2nn(-c3cccc(Cl)c3)c(C)c12,-6%,1,1%,-12%,6%,-2%,-9,62%,0%,-23,-2%
CCN(CC(=O)Nc1ccccc1C(F)(F)F)C(=O)c1ccccc1SCC(=O)N1CCCC1,-2%,·,-1%,·,0%,-2%,-1,·,10%,-2,-1%
COc1ccc(N(Cc2ccccc2)S(=O)(=O)c2cccc(C(=O)Nc3ccccn3)c2)cc1,1%,·,-1%,·,-4%,-3%,2,·,-1%,-2,0%
O=C(C[C@H]1C/C=C\C[C@H](Cc2ccc(F)cc2)C(=O)OC[C@@H]2CCCN2C1=O)N[C@H](CO)Cc1ccccc1,·,·,-4%,·,0%,·,12,·,·,24,19%

# The last 6 records of the part before lead into the next:
SMILES,Rab9 prom act,Coupling enz,Tb PFK inh,Gal4-VP16 FLuc,ELG1 genotox,NPC1 promoter act,KCNH2 3.1 inh,RORgamma inh,FLuc modulator,Giardia killer,uPA surface inh
COc1ccc(CNC(=O)c2cccnc2Sc2ccc(Cl)cc2)cc1,3%,3,-1%,-8%,1%,-1%,-4,?,-1%,-13,·
CCOC(=O)C1CCCN(C(=O)C2CCN(S(=O)(=O)c3ccc4ccccc4c3)CC2)C1 (centres undefined),2%,·,-18%,-9%,·,3%,-2,24%,8%,-4,6%
Cc1nnc(-n2ncc(C#N)c2N)c2nn(-c3cccc(Cl)c3)c(C)c12,-6%,1,1%,-12%,6%,-2%,-9,62%,0%,-23,-2%
CCN(CC(=O)Nc1ccccc1C(F)(F)F)C(=O)c1ccccc1SCC(=O)N1CCCC1,-2%,·,-1%,·,0%,-2%,-1,·,10%,-2,-1%
COc1ccc(N(Cc2ccccc2)S(=O)(=O)c2cccc(C(=O)Nc3ccccn3)c2)cc1,1%,·,-1%,·,-4%,-3%,2,·,-1%,-2,0%
O=C(C[C@H]1C/C=C\C[C@H](Cc2ccc(F)cc2)C(=O)OC[C@@H]2CCCN2C1=O)N[C@H](CO)Cc1ccccc1,·,·,-4%,·,0%,·,12,·,·,24,19%
O=C(/C=C/c1ccccc1[N+](=O)[O-])NCc1ccncc1,-5%,1,-2%,-21%,2%,-2%,14,-4%,3%,-4,-3%
Cc1ccc(C(=O)N/N=C/c2ccc(N3CCOCC3)cc2)c(C)c1,1%,2,1%,-2%,-4%,7%,2,-13%,-2%,-6,-1%
Cc1ccc(NC(=O)CCN2C(=O)C3C4CCC(C4)C3C2=O)cc1[N+](=O)[O-] (centres undefined),6%,-1,-10%,2%,-4%,-1%,5,?,4%,-3,-1%
O=C(NNC(=O)c1cccc(Br)c1)C(=O)N1CCCCC1,3%,1,0%,2%,0%,0%,3,-8%,0%,6,17%
CSc1ncc(Cl)c(C(=O)Nc2ccc(S(=O)(=O)N3CCOCC3)cc2)n1,-13%,3,2%,-11%,0%,1%,3,?,9%,-6,1%
Cc1c(C)n2c(SCC(=O)Nc3ccc4c(c3)OCCO4)nnc2[nH]c1=O,-2%,·,-1%,·,1%,1%,-10,·,-16%,-3,0%
C=CC[C@@H](CC(=O)N[C@H](CO)Cc1ccccc1)C(=O)NCCOC(=O)[C@@H](CC=C)Cc1ccc(F)cc1,·,·,-5%,·,-3%,·,17,·,·,19,4%
CCN(CC)C(=O)[C@H]1CC(CC(=O)NC/C=C(\C)CCC=C(C)C)C(=O)N2CCc3c([nH]c4ccc(OC)cc34)[C@]12C (some centres undefined),·,·,0%,·,-1%,·,-18,·,·,24,?
Cc1cccc(N2C(=O)c3cccc4cccc(c34)C2=O)c1,0%,-3,2%,-17%,-1%,-2%,-11,-32%,0%,-7,-19%
CCOc1ccccc1C1N(c2ccc(OC)cc2)C(=O)C2CCCN21 (centres undefined),7%,1,1%,-1%,4%,-4%,7,?,?,-8,4%
COc1ccc(C(=O)NC(C)(C)C)cc1S(=O)(=O)N1CCCC1,11%,-3,-5%,-1%,0%,-5%,4,17%,5%,-6,3%
COc1ccc(C(=O)NCCS(=O)(=O)NCc2cccs2)cc1,-7%,·,13%,·,-2%,-1%,12,·,3%,-4,4%
CC(C)(C)C(=O)Nc1ccnn1C1CCN(C(=O)c2cccc(Cl)c2)CC1,13%,·,1%,-10%,2%,-1%,-2,-1%,7%,-3,-12%
COc1cc(/C(C)=N/NC(=S)NC(C)C)cc(OC)c1OC,-2%,-1,-6%,5µM*,11%,-5%,9,3.2µM*,3%,8,-8%
COc1ccc(-c2nn(C)c(=O)c3ccccc23)cc1CNC(=O)C1CCCCC1,-5%,2,-7%,-11%,-6%,3%,-19,20%,0%,6,-5%
CCOCCn1c(-c2ccc(OC)cc2)nc2ccccc21,3%,1,0%,9%,14%,9%,-19,?,?,-10,-13%
O=C(Oc1ccccc1F)C1CCN(C(=O)c2ccc(F)cc2)CC1,-6%,·,1%,·,1%,-5%,11,·,4%,0,-20%
COc1ccc2c(c1)C(c1ccc(N3CCOCC3)cc1)=NNC(c1cccnc1)=N2,20%,1,5%,3%,3%,-5%,-3,6%[10 µM],-2%,9,1%
CCOC(=O)c1nn(-c2ccc3c(c2)OCO3)cc1O,?,0,-4%,-10%,?,3.2µM*,3,-38%,12µM*,-20,-5%
O=C(NCc1ccc(Cl)cc1)C(=O)NCC1OCCN1S(=O)(=O)c1cc(F)ccc1F (centres undefined),-4%,·,2%,6%,3%,4%,5,12%,4%,-26,5%
Cn1ccnc1SCC(=O)Nc1ccc2nc(SCC(=O)NC3CC3)sc2c1,?,0,5%,?,13µM*,?,2,25%,19µM*,12,-15%
COc1cccc(OCc2cc(C(=O)N3CCN(c4ccccc4O)CC3)no2)c1,3.2µM*,·,-3%,?,?,2.8µM*,6,12%,12µM*,-11,-5%
Cc1nn(Cc2ccc(Cl)cc2)c(C)c1NC(=O)C(c1ccccc1)c1ccccc1,-4%,2,-6%,-1%,-7%,-1%,-12,11µM*,3%,5,9%
COc1ccc(C(=O)C2CCCCC2=O)cc1 (centres undefined),-2%,-2,-4%,-6%,·,1%,-2,-1%,-5%,-15,0%
Cc1ccc(NC(=O)CCNS(=O)(=O)c2cccc3nsnc23)cc1,-3%,-1,-1%,-14%,-1%,-5%,12,0%,4%&1%,10,2%

# Compound activity (PubChem BioAssay)
